HCMV inh: qHTS Assay for inhibitors of the human cytomegalovirus (HCMV) | HFF cells, HCMV-luciferase reporter, 72 h; active compounds read low | activity change, negative = inhibition, % at 57.5 µM | 410,000 compounds, 4.5% hits | AID 1259415, 2018; in the data active = activity change below about -60%; inconclusive = no clear call, values can overlap the other calls; inactive = above about -39%; note: % is set by controls: 0 for no effect and ±100 for the full control effect
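After 16 h attachment at 37C, HFF cells received test compound and HCMV-luciferase (1 PFU/cell); reporter luminescence read 72 h later, data normalized against buffer-only and known inhibitor Salinomycin.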
AmpC inh no detg: qHTS Inhibitors of AmpC Beta-Lactamase (assay without detergent); AID 485341, 2010; P00811; Potency, µM (top dose mostly 57.1 µM), for inactives: at the highest dose activity change, negative = inhibition, hits mostly inhibitors; 330,000 compounds, 0.52% hits; AmpC nitrocefin hydrolysis, absorbance 480 nm, 0.0001% Triton;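 note: potency is the fitted concentration of half-maximal effect; plate controls were no compound for no effect and no enzyme for full effect; nearly all actives have a fitted effect of over 20% in size; some results filed as inactive show a strong effect at the top dose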
Target sequence (P00811 whole entry, looked up): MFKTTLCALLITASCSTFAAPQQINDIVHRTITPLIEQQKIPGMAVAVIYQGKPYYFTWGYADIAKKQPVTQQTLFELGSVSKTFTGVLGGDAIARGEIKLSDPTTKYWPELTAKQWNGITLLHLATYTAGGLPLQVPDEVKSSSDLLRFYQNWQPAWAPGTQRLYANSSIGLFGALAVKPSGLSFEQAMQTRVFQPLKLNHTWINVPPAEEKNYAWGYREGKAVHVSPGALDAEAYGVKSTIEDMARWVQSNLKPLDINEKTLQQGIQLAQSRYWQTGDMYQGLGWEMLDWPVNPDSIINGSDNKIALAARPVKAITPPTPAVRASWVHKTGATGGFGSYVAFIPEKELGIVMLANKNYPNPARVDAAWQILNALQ
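AmpC (5.3 nM in the dispensed reagent) in 20 mM phosphate pH 7.0 with 0.01% (detergent screen) or 0.0001% Triton X-100 was preincubated with compounds for 15 min at room temperature. Nitrocefin was then added from an 800 uM solution, and hydrolysis was followed at 480 nm.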
Shiga inhibitor: A qHTS for Small Molecule Inhibitors of Shiga Toxin; AID 2315, 2010; inhibition, % at 38.7 µM; Vero cells, Shiga toxin protein synthesis inhibition reporter; 290,000 compounds, 9.2% hits; in the data active = inhibition mostly above about 28%, no sharp cut-off; inactive = mostly below about 43%; note: 0% is about no effect
AMA1 RON2 block: qHTS for Inhibitors of AMA1-RON; Towards Development of Antimalarial Drug Lead: Primary Screen | 360,000 compounds, 0.2% hits | AlphaScreen AMA1-biotinylated RON2 peptide binding | Potency, µM (doses to about 58.2 µM), for inactives: at the top dose activity change, negative = inhibition, most hits filed as inhibitors;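 note: potency is the fitted concentration of half-maximal effect; 0% = vehicle wells and -100% = peptide control; nearly all actives have a fitted effect of over 45% in size; some results filed as inactive show a strong effect at the top dose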
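AMA1 (3D7) with his tag at 25 nM final met compounds first, then biotinylated RON2 peptide at 25 nM; detection used donor plus acceptor beads, 10 µg/mL apiece, read by AlphaScreen after 30 min at room temperature.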
AmpC inh detg: qHTS Inhibitors of AmpC Beta-Lactamase (assay with detergent) | P00811 | AmpC hydrolysis of nitrocefin, absorbance 480 nm, 0.01% Triton | Potency, µM (highest dose often 114 µM), for inactives: top-dose activity change, negative = inhibition, actives largely listed as inhibitors | 370,000 compounds, 0.041% hits;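 note: potency is the fitted concentration of half-maximal effect; 0% = no-compound wells and -100% = no-enzyme wells; nearly all actives have a fitted effect of over 25% in size; some results filed as inactive show a strong effect at the top dose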
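20 mM phosphate pH 7.0 + 0.01% (detergent screen) or 0.0001% Triton X-100; 5.3 nM AmpC reagent; cpd preinc 15 min RT; nitrocefin (800 uM stock) to start; A480 q20 s × 4 min; Activity was normalised to no-enzyme and no-compound control wells.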
CHX counter: Cycloheximide Counterscreen for Small Molecule Inhibitors of Shiga Toxin; cell reporter, cycloheximide protein synthesis inhibition counterscreen; max response, %; 300,000 compounds, 12% hits; AID 2314, 2010; in the data active = max response mostly above about 13%, no sharp cut-off; inactive = mostly below about 14%; note: read at 38.3 µM for the half of the compounds with a filed dose; 0% is about no effect
FBPA Giardia inh: qHTS Assay for Inhibitors of Fructose-1,6-bisphosphate Aldolase from Giardia Lamblia. 290,000 compounds, 0.71% hits. Potency, µM (top dose mostly 59.6 µM), for the others: at the top dose activity, negative = inhibition, usual class: inhibitors. A8B2U2. purified Giardia FBPA; note: potency is the fitted concentration of half-maximal effect; % is set by controls: 0 for no effect and ±100 for the full control effect; nearly all actives have a fitted effect of over 55% in size
Target sequence (A8B2U2 whole entry, looked up): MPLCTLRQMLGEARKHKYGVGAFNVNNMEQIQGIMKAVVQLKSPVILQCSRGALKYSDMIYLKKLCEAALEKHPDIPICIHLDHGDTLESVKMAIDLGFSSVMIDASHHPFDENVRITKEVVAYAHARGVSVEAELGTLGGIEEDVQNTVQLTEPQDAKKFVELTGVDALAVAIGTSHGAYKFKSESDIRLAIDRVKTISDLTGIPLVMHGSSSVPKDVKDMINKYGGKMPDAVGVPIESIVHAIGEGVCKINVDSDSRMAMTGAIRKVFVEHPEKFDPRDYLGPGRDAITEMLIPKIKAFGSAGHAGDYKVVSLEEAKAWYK
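40 nM FBPA preincubated 10 min at RT with compound (up to 57.5 uM final), then substrate plus GAPDH/TPI/NAD/arsenate coupling and diaphorase/resazurin added. Fluorescence read after 20 min at RT, 525/598 nm.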
Starred values were filed as active, the others as inactive; ? = inconclusive; . = not tested or not shown; [ ] = another dose, or the depositor's remark. Unless noted, calls come from the whole dose curve; as a rule, active = well fitted curve in the direction sought with a large enough effect; inconclusive = small, poorly fitted or top-dose-only effect, or another doubt; inactive = no such curve, though single readings can be large; an effect the other way counts as inactive or inconclusive. Random draw from the library. About 16% of those tested had a hit in this group.

SMILES	HCMV inh	AmpC inh no detg	Shiga inhibitor	AMA1 RON2 block	AmpC inh detg	CHX counter	FBPA Giardia inh
CCC(CO)Nc1ccc(-c2n[nH]c(=O)c3ccccc23)cc1[N+](=O)[O-] (stereo unspecified)	-10	-26%	-5	-9%	0%	1	9%
Cc1onc(-c2ccccc2)c1C(=O)N1CCCN(C(=O)c2c(-c3ccccc3)noc2C)CC1	63	-14%	-17	15%	0%	-2	4%
CCn1cc(S(=O)(=O)CC(=O)Nc2cc(C)ccc2C)c2ccccc21	-9	-4%	-16	-2%	?	-3	-7%
COCc1nnc(NS(=O)(=O)c2ccc(Br)cc2)s1	-10	-20%	-4	-3%	-11%	-1	8%
Cc1ccc(NCc2ccccc2F)cc1	67	-29%	29*	12%	?	9	-10%
COc1ccc(/C=C/C2=CCN(C)CC2)cc1	15	-11%	63*	6%	3%	46*	-17%
CSc1ccc(S(=O)(=O)NCc2ccccc2)cc1	-11	-20%	-6	26%	1%	7	3%
COc1ccc(C)c2sc(N(CCN(C)C)C(=O)/C=C/c3cccs3)nc12	?	167%[activator]	-10	-23%	-3%	-1	.
OC(COc1ccc(F)cc1Cl)CN1CCC(Cc2ccccc2)CC1 (stereo unspecified)	?	61%[activator]	1	-6%	-6%	-5	3%
FC(F)(F)c1cc(Oc2ccccc2Cl)nc(-c2ccccn2)n1	?	45%	-4	5%	-11%	1	3%
CC(C)(C)n1nc2c(c1NC(=O)COc1ccccc1F)CS(=O)(=O)C2	23	-6%	-5	24%	-6%	-5	-1%
Cc1ccc(N2C(N)=C(C#N)C(c3cccnc3)C3=C2CCCC3=O)cc1 (stereo unspecified)	3	-9%	-16	100%[activator]	-17%	10	-19%
O=C(COC(=O)/C=C/c1ccc(C(F)(F)F)cc1)Nc1ccc2[nH]c(=O)[nH]c2c1	-9	-26%	.	-11%	-1%	.	.
CCOC(=O)C1=C(C)OC(N)=C(C(=O)OC)C12C(=O)Nc1ccc(Br)cc12 (stereo unspecified)	16	51%	-2	-5%	?	-3	0%
CCC1CCc2sc(C(=O)NNC(=O)c3ccncc3)cc2C1 (stereo unspecified)	-26	-10%	.	38%[activator]	?	.	.
CCCSc1ccc([C@@H]2[C@H]3C(=O)N(CC)C(=O)[C@H]3[C@]3(C(=O)OC)CCCCN23)cc1OC	32	155%[activator]	.	-5%	-15%	.	.
CCc1cc(-c2[nH]ncc2-c2nc3ccccc3n2C)c(O)cc1O	14	-29%	13	95%[activator]	7%	-3	-25%
O=C1NCN(CCO)CN1	2	-1%	-4	-9%	-5%	-6	4%
Cc1cc(C)nc(NCC(O)CNc2ccccc2Cl)n1 (stereo unspecified)	-30	-7%	2	-2%	2%	14	2%
NS(=O)(=O)c1ccc(CCNC(=O)CSc2nc3ccccc3c(=O)n2CCN2CCOCC2)cc1	-19	6%	-1	-16%	-8%	5	0%
COc1ccc(C(C(=O)NCC2CCCO2)N(C(=O)Cn2nnc3ccccc32)c2ccc(NC(C)=O)cc2)cc1 (stereo unspecified)	9	16%	14	-14%	-5%	-5	.
Cc1cccc(-n2ccc(=O)c(C(=O)Nc3ccc(S(=O)(=O)Nc4nccs4)cc3)n2)c1	-33	-21%	1	-22%	-2%	1	-19%
Cc1nn(CC(C)C)c(Cl)c1C(=O)N(C)CC(=O)Nc1c(Cl)cccc1Cl	0	24%	44	-12%	-6%	1	.
CCOc1ccc(C(=O)Nc2cc(-c3nc4ccccc4[nH]3)ccc2C)cc1[N+](=O)[O-]	54	-24%	27	-15%	2%	13	-7%
COc1ccc(C(=O)C[N+]2(C)CCOCC2)cc1	23	-2%	-6	-1%	-2%	-1	0%
Remaining list, next part
SMILES	HCMV inh	AmpC inh no detg	Shiga inhibitor	AMA1 RON2 block	AmpC inh detg	CHX counter	FBPA Giardia inh
CC(C)C(=O)NC(=S)NCC(=O)c1ccccc1	1	-34%	26	4%	-2%	29*	3%
CC(=O)NC(Cc1ccccc1F)C(=O)NC1CCN(c2ncccc2[N+](=O)[O-])CC1 (stereo unspecified)	-33	26%	-7	-1%	4%	-2	-1%
COCCN(CC(=O)Nc1cccc(C)c1C)C(=O)C1(c2ccc(Cl)cc2)CCC1	-18	101%[activator]	.	12%	.	.	.
COc1ccc(CCNC(=O)c2cccn2C)cc1	105	21%	-15	0%	0%	7	.
CCCNC(=O)CNC(=O)c1ccc(C#N)cc1	30	-3%	.	-3%	.	.	.
Cc1ccc(OCC(=O)NC(=S)Nc2cccc(C)n2)cc1	-1	-16%	15	-8%	-4%	3	-5%
COC(=O)C1C(=O)CC(C)(O)C(C(=O)OC)C1c1ccc2c(c1)OCO2 (stereo unspecified)	-10	-15%	-6	-4%	-8%	1	15%
C=CCn1c(COc2cccc(C)c2)nnc1SCC(=O)c1c[nH]c2c(CC)cccc12	-19	-42%	-9	25%	-11%	-2	2%
CCCC(=O)OC1(C(=O)CO)CCC2C3CCC4=CC(=O)CCC4(C)C3C(O)CC21C (stereo unspecified)	.	.	11	.	.	2	8%
C[C@H]1O[C@@H](OC2CC[C@]3(C=O)[C@H]4CC[C@]5(C)[C@@H](C6=CC(=O)OC6)CC[C@]5(O)[C@@H]4CC[C@]3(O)C2)CC2OC(C)(C)OC21 (stereo partly specified)	-97*	124%[activator]	-14	-6%	-7%	-7	?
CCCOc1ccc(C2c3c(oc4cc(C)c(C)cc4c3=O)C(=O)N2CCCN2CCOCC2)cc1 (stereo unspecified)	9	202%[activator]	-17	6%	-3%	6	-9%
Cc1ccnc(NCc2ccc(Br)cc2)c1	-11	-13%	35*	1%	-10%	38*	10%
Cc1cc(C(F)(F)F)nc(SCC(=O)Nc2ccccc2)n1	-9	-19%	-9	-1%	?	-2	3%
Cc1cccc(/C(N)=N/OC(=O)c2ccc(F)cc2)c1	31	-21%	86*	16%	-9%	73*	3%
O=C(CN1CCN(S(=O)(=O)c2cc(Cl)ccc2Cl)CC1)Nc1ccc2c(c1)OCCO2	2	4%	2	-3%	2%	10	-4%
CCOC(=O)c1nn(-c2ccccc2)c2nc(-c3ccc(OC)cc3)c(C#N)c(=O)n12	-24	-6%	2	10%	-1%	-3	2%
COc1cccc(/C=C2\SC(=S)N(CC(=O)N(C)C3CCS(=O)(=O)C3)C2=O)c1 (stereo unspecified)	-11	41%	-3	-6%	-8%	1	5%
CC[C@@]1(c2cccc(C)c2)C(=O)N(C(=O)OC)N1C(=O)OC	74	-8%	3	-3%	-12%	6	5%
Cc1ccccc1NC(=O)CSc1nc(=O)n(CCN2CCOCC2)c2c1CCCC2	-10	-2%	.	0%	0%	.	.
Cc1cc(NC(=O)c2cc(C)on2)no1	-8	-5%	37	5%	?	8.4*	4%
CCOc1cc(/C=C2\C(=N)N3N=C(N4CCCCC4)SC3=NC2=O)ccc1OC(=O)c1ccco1	7	-39%	8	113%[activator]	-9%	2	?
O=C1Nc2ccc(F)cc2C12Nc1ccccc1-c1nnc(SCc3ccccc3F)nc1O2 (stereo unspecified)	36	-56%	-18	-10%	4%	11	-9%
O=C(O)c1ccc(CN(c2ccccn2)S(=O)(=O)c2ccccc2)cc1	-4	-35%	42	6%	-14%	1	9%
COc1ccccc1CN1C[C@@H]2C[C@@H](c3ccc(Cl)cc3)N3CCC[C@@]23C1=O	-31	102%[activator]	6	-6%	4%	-1	9%
CC1=CC(C)(C)N(C(=O)CNC2CCCC2)c2cc(C)ccc21	-10	20%	-3	?	2%	-3	?

13 successive compounds already listed:
SMILES	HCMV inh	AmpC inh no detg	Shiga inhibitor	AMA1 RON2 block	AmpC inh detg	CHX counter	FBPA Giardia inh
CC(C)C(=O)NC(=S)NCC(=O)c1ccccc1	1	-34%	26	4%	-2%	29*	3%
CC(=O)NC(Cc1ccccc1F)C(=O)NC1CCN(c2ncccc2[N+](=O)[O-])CC1 (stereo unspecified)	-33	26%	-7	-1%	4%	-2	-1%
COCCN(CC(=O)Nc1cccc(C)c1C)C(=O)C1(c2ccc(Cl)cc2)CCC1	-18	101%[activator]	.	12%	.	.	.
COc1ccc(CCNC(=O)c2cccn2C)cc1	105	21%	-15	0%	0%	7	.
CCCNC(=O)CNC(=O)c1ccc(C#N)cc1	30	-3%	.	-3%	.	.	.
Cc1ccc(OCC(=O)NC(=S)Nc2cccc(C)n2)cc1	-1	-16%	15	-8%	-4%	3	-5%
COC(=O)C1C(=O)CC(C)(O)C(C(=O)OC)C1c1ccc2c(c1)OCO2 (stereo unspecified)	-10	-15%	-6	-4%	-8%	1	15%
C=CCn1c(COc2cccc(C)c2)nnc1SCC(=O)c1c[nH]c2c(CC)cccc12	-19	-42%	-9	25%	-11%	-2	2%
CCCC(=O)OC1(C(=O)CO)CCC2C3CCC4=CC(=O)CCC4(C)C3C(O)CC21C (stereo unspecified)	.	.	11	.	.	2	8%
C[C@H]1O[C@@H](OC2CC[C@]3(C=O)[C@H]4CC[C@]5(C)[C@@H](C6=CC(=O)OC6)CC[C@]5(O)[C@@H]4CC[C@]3(O)C2)CC2OC(C)(C)OC21 (stereo partly specified)	-97*	124%[activator]	-14	-6%	-7%	-7	?
CCCOc1ccc(C2c3c(oc4cc(C)c(C)cc4c3=O)C(=O)N2CCCN2CCOCC2)cc1 (stereo unspecified)	9	202%[activator]	-17	6%	-3%	6	-9%
Cc1ccnc(NCc2ccc(Br)cc2)c1	-11	-13%	35*	1%	-10%	38*	10%
Cc1cc(C(F)(F)F)nc(SCC(=O)Nc2ccccc2)n1	-9	-19%	-9	-1%	?	-2	3%

The results go on.
SMILES	HCMV inh	AmpC inh no detg	Shiga inhibitor	AMA1 RON2 block	AmpC inh detg	CHX counter	FBPA Giardia inh
COc1ccc(N(C(=O)CNC(=O)c2ccco2)C(C(=O)NC2CCCCC2)c2cccnc2)cc1 (stereo unspecified)	-8	-1%	-11	0%	0%	-5	.
Cc1cc(C)cc(OCC(=O)OCC(=O)c2ccc3c(c2)NC(=O)CO3)c1	0	-17%	-12	-10%	-7%	5	6%
Cc1nc2ccccn2c1P(=Nc1ccccc1)(N(C)C)N(C)C	2	-6%	4	-6%	?	-3	8%
CCCNC(=O)C(Cc1cccc(OC)c1)NC(=O)c1ccc(C(C)(C)C)cc1 (stereo unspecified)	5	-19%	.	21%	8%	.	.
O=C(COC(=O)CNS(=O)(=O)c1ccccc1)NC12CC3CC(CC(C3)C1)C2	13	18%	-12	-6%	-13%	-3	1%
Cc1cc(O)c(C(=O)/C=C/c2c(F)c(F)c(F)c(F)c2F)c(=O)o1	0	11µM*	69*	61%[activator]	0%	36*	-23%

Compound activity (PubChem)
